Assay outcomes (PubChem)
LDHA block = LDHA (human) enzyme inhibition; activity change, % (values are at about 110 or 230 µM); purified LDHA, NADH/diaphorase-resazurin fluorescence; stronger effect = lower value; P00338; actives 0.15% (n = 480,000); in the data active means activity change below about -30%; inconclusive means mostly about -25% to -30%;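 further: plate controls were DMSO wells for no effect and wells without enzyme for full effect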
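Enzyme activity of human lactate dehydrogenase 5 (2 nM; 0.06 mM NADH, 0.2 mM pyruvate, 5 min, RT) is measured via a resazurin/diaphorase fluorescence readout of residual NADH.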
Glioma ERSR ind = ER stress response induction in glioma; Potency, µM, for the others: at the highest dose activation, usual class: activators; U87-MG GRP78 promoter luciferase reporter, 16 h; actives 0.02% (n = 420,000); AID 602332; active means well fitted activation curve with a large enough effect; inconclusive means small, poorly fitted or top-dose-only effect; inactive means no such curve, though single readings can be large or run the other way; further: potency means the concentration at half of the fitted maximal effect; series mostly up to about 76 µM; % of control where 0% means no effect; nearly all actives have a fitted effect of over 35% in size
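Stably transfected U87-MG glioma cells carrying a GRP78-based luciferase sensor; 16 h compound incubation. Luminescence end-point read 10 min after Bright-Glo addition at room temperature.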
The depositor's hits bear a star; ? = inconclusive; & = joins results of further samples. This is a subset (hit frequency here may not be typical).

No.	mol	Glioma ERSR ind	LDHA block
1	COc1ccc(C(O)c2nc(-c3cccc(C(F)(F)F)c3)cs2)cc1 (configuration not stated)	-0.4%	-0.2
2	CCc1nc2c(OCc3ccccc3C)cccn2c1N(C)C(=O)c1ccc(C)cc1	2.0%	-0.8
3	CCc1nc2c(OCCn3cccc3)cccn2c1N(C=O)Cc1ccc(OC)cc1	-2.7%	4.7
4	COc1ccc2c(CN3CCN(c4ccccc4F)CC3)cc(=O)oc2c1	-1.7%	1.3&-4.0
5	Cc1ccccc1-c1ccc(CN2C(C(C)C)C(=O)N(Cc3cn(CCC4OCCO4)nn3)CCS2(=O)=O)cc1 (configuration not stated)	-0.2%	0.7
6	CCCOc1ccc(F)cc1-c1cc(C(=O)NC2CCCCC2)[nH]n1	-4.7%	-18.2
7	CCNC(=O)C1CCCN(C(=O)c2cccc(C(F)(F)F)c2)CC1 (configuration not stated)	0.2%	-9.0
8	COc1ccc(NC(=O)C2(C)Cc3c(-c4ccccc4)ccnc3O2)cc1OC (configuration not stated)	-3.0%	-5.8
9	CCc1ccc([C@H]2[C@@H]3C(=O)C[C@@H]4C(=O)N(C)C(=O)[C@@H]4[C@@H]3CN2S(=O)(=O)c2ccc(C)cc2)cc1	-3.0%	-4.0
10	CN1CCN(c2ncnc3c2ncn3[C@H]2CN(Cc3ccc(Cl)cc3)C[C@@H](CO)O2)CC1	-4.0%	-3.3

Exported with one line to a screen: 7 of the compounds above.
[1] COc1ccc(C(O)c2nc(-c3cccc(C(F)(F)F)c3)cs2)cc1 (configuration not stated)
[2] CCc1nc2c(OCc3ccccc3C)cccn2c1N(C)C(=O)c1ccc(C)cc1
[3] CCc1nc2c(OCCn3cccc3)cccn2c1N(C=O)Cc1ccc(OC)cc1
[4] COc1ccc2c(CN3CCN(c4ccccc4F)CC3)cc(=O)oc2c1
[5] Cc1ccccc1-c1ccc(CN2C(C(C)C)C(=O)N(Cc3cn(CCC4OCCO4)nn3)CCS2(=O)=O)cc1 (configuration not stated)
[6] CCCOc1ccc(F)cc1-c1cc(C(=O)NC2CCCCC2)[nH]n1
[7] CCNC(=O)C1CCCN(C(=O)c2cccc(C(F)(F)F)c2)CC1 (configuration not stated)

Compound,1,2,3,4,5,6,7
Glioma ERSR ind,-0.4%,2.0%,-2.7%,-1.7%,-0.2%,-4.7%,0.2%
LDHA block,-0.2,-0.8,4.7,1.3&-4.0,0.7,-18.2,-9.0

More compounds.
No.	mol	Glioma ERSR ind	LDHA block
11	Cc1ccc(Cc2c(C(C)(C)C)nc3cc(C)c(Br)c(C)n23)cc1	-3.0%	-7.6
12	Cc1ccc(-c2nc3cc(C)c(Br)c(C)n3c2Cc2ccccc2)cc1	6.1%	-10.4
13	CCc1nc2ccc(C(=O)NCCC(C)C)cn2c1N(CCN(C)C)CC1CC1	-4.0%	-2.5
14	CCC(=O)N1CCC1(C)C(=O)Nc1nccs1 (configuration not stated)	-3.7%	-2.3
15	CC1=C(C(=O)N(C(C)C)C(C)C)CC(CC(=O)NCCCCc2ccccc2)C(=O)N1CCC1=CCCCC1 (configuration not stated)	7.9%	0.2
16	CS(=O)(=O)c1ccc(-c2cnc3c(NC=O)cc(-c4ccsc4)cn23)cc1	?	1.9
17	CC(N)c1csc(Nc2nccc(C(F)(F)F)n2)n1 (configuration not stated)	-0.6%	2.7
18	O=C(Nc1ccc2c(c1)OCCO2)C(C1CC1)N1CCN(C/C=C/c2ccccc2)CC1 (configuration not stated)	-4.6%	-3.5
19	Cc1ccc2nc(C(C)(C)C)c(Cc3ccsc3)n2c1	-1.2%	7.0
20	O=C(NCc1ccc(F)cc1)c1cc(C2CCCCN2C(=O)c2ccc3c(c2)CCO3)on1 (configuration not stated)	-1.9%	-0.2

Next compounds
No.	mol	Glioma ERSR ind	LDHA block
21	COc1ccc(CCNC(=O)Nc2ccc3nc([C@@H]4O[C@H](CO)[C@@H](O)[C@H](O)[C@H]4O)[nH]c3c2)cc1Br	-4.1%	7.6
22	CCOC(=O)C1(C)CCCCN1C(=O)c1cccc(Cl)c1 (configuration not stated)	-2.0%	3.7
23	CCCNC(=O)C1(C)CCCN(C(=O)COc2ccc(C(C)(C)C)cc2)C1 (configuration not stated)	-1.3%	0.6
24	COc1ccccc1Cc1c(-c2ccc(OC)c(OC)c2)nc2c3ccccc3ccn12	-4.7%	-5.7
25	CCOC1=C2[C@H](c3cccs3)N(S(=O)(=O)c3ccc(C)cc3)C[C@H]2n2c(=O)n(-c3ccccc3)c(=O)n2C1	0.7%	-10.6
26	CCc1nc2c(OCCOc3ccc(F)cc3)cccn2c1N(C)C(=O)c1cccs1	-3.6%	-0.5
27	OC(c1ccccc1)c1nc(-c2cccc3cccnc23)cs1 (configuration not stated)	4.7%	4.8
28	CC1(Cc2ccccc2OC(F)(F)F)C(=O)Nc2cc(-c3ccccc3Cl)ccc21 (configuration not stated)	-1.7%	-7.1
29	Cc1ccc(Cc2c(-c3cccc(Br)c3)nc3cc(C)c(Br)c(C)n23)cc1	0.6%	-7.9
30	O=C(NCc1ccccc1)c1cc(C2CCCN(C(=O)CCCc3ccccc3)C2)on1 (configuration not stated)	-1.4%	-0.7

Other compounds:
No.	mol	Glioma ERSR ind	LDHA block
31	CCOC(=O)C1(C)CCN1C(=O)c1ccccc1Br (configuration not stated)	-3.2%	-8.1
32	COc1ccc(NC(=O)c2cc(C3CCCCN3S(=O)(=O)c3cn(C)cn3)on2)c(C)c1 (configuration not stated)	-2.8%	-8.4
33	Cn1ccc2c(-c3ccc(C(C)(C)C)cc3)cc3c(c21)C1CCC3C1 (configuration not stated)	-1.4%	-2.3
34	CC(C)c1ccc(NC(=O)C2Cc3c(-c4ccc5c(c4)OCO5)ccnc3O2)cc1 (configuration not stated)	-1.8%	-4.4
35	Cc1cccnc1C1=NOC(Cc2ccccc2)C(=O)N1Cc1ccc(F)cc1 (configuration not stated)	-2.7%	1.0
36	COc1cccc(NC(=O)C2(C)CCN2C(=O)CCc2ccc(Cl)cc2Cl)c1 (configuration not stated)	-3.9%	-0.1
37	CN1CCn2cnc(C(=O)NCc3ccc(CNC(=O)OC(C)(C)C)cc3)c2C1=O	-3.2%	-4.4
38	CCCCNC(=O)C1(C)CCCCN1C(=O)c1sccc1C (configuration not stated)	-3.5%	-1.7
39	CC(=O)N1CCCC(c2cc(C(=O)Nc3ccccc3)no2)C1 (configuration not stated)	-11.2%	-5.0
40	CC1(C(=O)NS(=O)(=O)c2ccc(C#N)cc2)CCN1C(=O)C1CCCCC1 (configuration not stated)	-1.1%	-2.0

(listing goes on)
No.	mol	Glioma ERSR ind	LDHA block
41	Cc1cc2nc(-c3ccccc3)c(Cc3cccc(F)c3)n2c(C)c1Br	2.1%	-5.5
42	COc1ccc(-c2cc(C(=O)NCc3ccc(C(F)(F)F)cc3)[nH]n2)c(C)c1	0.2%	-5.4
43	O=C(Nc1ccc(N2CCOCC2)cc1)c1csc([C@@H]2O[C@H](CO)[C@H](O)[C@H](O)[C@H]2O)n1	1.7%	-5.0
44	C[C@H]1CN([C@@H](C)CO)C(=O)CCCn2cc(nn2)CO[C@@H]1CN(C)C(=O)Oc1ccccc1	-4.9%	-9.6
45	Cc1cn([C@H]2C[C@H](O)[C@@H](/C=C/C(=O)NCc3ccco3)O2)c(=O)[nH]c1=O	-4.1%	-1.8
46	CCOC(=O)C1=CCCN(S(=O)(=O)c2ccc(C)cc2)C1	-4.1%	-5.5
47	CN(C)c1ccc(-c2ccnc3c2CC(C)(C(=O)NCc2ccccc2)O3)cc1 (configuration not stated)	-4.5%	1.2
48	OC[C@@H]1CN(CCN2CCOCC2)C[C@H](n2cnc3c(N4CCOCC4)ncnc32)O1	-0.7%	2.1
49	CCCCN(CCCC)Cc1cc(=O)oc2ccccc12	-3.7%	-4.4
50	COc1ccc(-c2[nH][nH]c(=O)c2NC(=O)c2ccccn2)cc1	-2.0%	12.0

Other compounds
No.	mol	Glioma ERSR ind	LDHA block
51	CSc1ccc(Cn2c(C)c(C(=O)NCc3ccc4c(c3)OCCO4)sc2=O)cc1	-1.7%	-9.4
52	COCCNC(=O)C1(C)CCCN(C(=O)c2c(-c3ccccc3)noc2C)C1 (configuration not stated)	-4.8%	-9.2
53	CCc1nc2c(OCc3ccc(OC)cc3)cccn2c1N(C)C(=O)c1ccncc1	-2.2%	6.2
54	CC1(C(=O)Nc2cccc3cccnc23)CCN1C(=O)CC1CC1 (configuration not stated)	-1.3%	0.7
55	Cc1ccc(OCCN2CCC2(C)C(=O)NCc2cccc3ccccc23)cc1 (configuration not stated)	0.8%	4.4
56	c1ccc(CNc2nc(NCc3ccccc3)c3sccc3n2)cc1	1.4%	-5.8
57	CCSc1ccc(-c2cc(NC=O)c3ncc(-c4cc(OC)c(OC)c(OC)c4)n3c2)cc1	1.5%	-2.6
58	CCOC1=C2[C@@H](CN(S(=O)(=O)c3ccc(C)cc3)[C@H]2c2cccs2)[C@H]2C(=O)N(c3ccccc3)C(=O)[C@H]2C1	-2.9%	-2.5
59	CCOC1=C2CN(S(=O)(=O)c3ccc(C)cc3)[C@@H](c3ccc(CC)cc3)C[C@H]2[C@H]2C(=O)N(c3ccccc3)C(=O)[C@H]2C1	-4.8%	-5.1
60	COCCNc1nc(NC(C)C)nc2ccsc12	-1.7%	-2.6

Next section:
No.	mol	Glioma ERSR ind	LDHA block
61	COc1ccc(-c2ccc(C(=O)Nc3cccc(F)c3)c3occc23)c(C)c1	-1.1%	-3.2
62	COc1cccc(-c2cnc(C(O)c3cc(C)c(OC)c(C)c3)[nH]2)c1 (configuration not stated)	-4.4%	-6.2
63	CCCC(=O)Nc1cccc(NC(=O)Cc2ccc(Cl)cc2)c1	-4.4%	-4.6
64	Cc1ccc(CNC(=O)[C@H]2O[C@@H](n3ccc(N)nc3=O)[C@H](O)[C@@H]2O)o1	-5.1%	-3.5
65	c1cncc(CN2CCN(c3cc(-c4cnc5ccccc5c4)nc4ccnn34)CC2)c1	-1.4%	-5.6
66	Cc1cc(F)ccc1C(O)c1ncc(-c2ccccc2F)[nH]1 (configuration not stated)	2.1%	-7.6
67	OC[C@@H]1CN(Cc2ccc3c(c2)OCO3)C[C@H](n2cnc3c(NC4CC4)ncnc32)O1	-2.4%	-3.2
68	COc1cc(Cl)ccc1OC1(C)CCN(Cc2ccc(-c3ccccn3)cc2)C1 (configuration not stated)	0.6%	-1.1
69	CCOC(=O)C1=CCN(S(=O)(=O)c2ccc(Cl)cc2)C1c1ccccc1 (configuration not stated)	-4.5%	-5.3
70	CC(C)c1ccc(C(=O)N2CCCC(c3cc(C(=O)Nc4ccc5c(c4)OCO5)no3)C2)cc1 (configuration not stated)	-0.2%	-0.7

The list goes on:
No.	mol	Glioma ERSR ind	LDHA block
71	COc1cc(CN2C[C@@H](CO)O[C@@H](n3cnc4c(NCc5ccco5)ncnc43)C2)cc(OC)c1OC	-1.6%	-5.1
72	CCc1nc2c(OCC(=O)c3ccc(F)cc3)cccn2c1N(C)C(=O)COc1ccccc1	0.3%	-3.5
73	CC(=O)Nc1ccc(-c2ccnc3c2CC(C)(C(=O)NCc2cccc(Cl)c2)O3)cc1 (configuration not stated)	-0.3%	-0.8
74	CCNC(=O)N(C)c1c(CC)nc2ccc(C(=O)Nc3cccc(OCC(=O)N(C)C)c3)cn12	-1.6%	-4.0
75	Cc1cc(Cl)ccc1C(O)c1ncc(-c2cccc(F)c2)[nH]1 (configuration not stated)	2.6%	-5.4
76	CCOC(=O)C1(C)CCCN(C(=O)C(c2ccccc2)c2ccccc2)C1 (configuration not stated)	-3.7%	-6.9
77	COCCCN1C(=O)C(CC(=O)NC2CC2)CC(C(=O)N(C(C)C)C(C)C)=C1C (configuration not stated)	-4.1%	-2.4
78	CCCS(=O)(=O)NC(=O)C1(C)CCN(C(=O)c2ccc(F)c(Cl)c2)C1 (configuration not stated)	1.2%	3.9
79	COCCNc1nc(NCCCN2CCCC2=O)c2sc(-c3ccccc3)cc2n1	0.1%	-6.8
80	O=C(Cc1csc2ccccc12)NCC1CC1	2.0%	-2.3

Following part:
No.	mol	Glioma ERSR ind	LDHA block
81	CCc1nc2ccc(C(=O)NCCOc3ccc(OC)cc3)cn2c1N(CC)Cc1cccc(Br)c1	-1.6%	-0.9
82	CCOC(CNC(=O)c1[nH]c(C(F)(F)F)nc1-c1ccccc1)OCC	-2.5%	-6.1
83	CNc1cnc(-c2ccc(C(=O)N3CCOCC3)cc2)cn1	-0.4%	-8.3
84	CCc1ccc2cc(C)cc(C)c2n1	-3.7%	-3.5
85	Cc1nc(C(F)(F)F)ccc1C(=O)N1CCC1(C)C(=O)Nc1ccc2c(c1)OCO2 (configuration not stated)	0.1%	0.7
86	OC(c1cccc(Cl)c1)c1nc(-c2csc3ccccc23)cs1 (configuration not stated)	-2.4%	-7.4
87	CC(C)Nc1nc(Nc2ccc(C#N)cc2)c2sccc2n1	-1.4%	-5.7
88	c1ccc(OCCNc2ccn3nc(-c4ccccc4)cc3n2)cc1	-2.0%	-3.4
89	CC(C)N(C)c1ncnc2c1ncn2[C@H]1CN(Cc2ccncc2)C[C@@H](CO)O1	-0.6%	1.1
90	C[C@H](O)[C@@H]1CN2CCc3c([nH]c4ccccc34)[C@@H]2C[C@@H]1N(C)C(=O)c1ccco1	-3.4%	-7.3
91	COc1cccc(-c2cccc3c2NC(=O)C3(C)Cc2ccccc2F)c1 (configuration not stated)	-2.7%	-1.4
92	CC(C)c1ccc(CNC(=O)C2(C)CCCN2C)cc1 (configuration not stated)	-1.5%	-12.3
93	CCOC(=O)C1(C)CCCN(C(=O)c2cc(F)ccc2C)C1 (configuration not stated)	-1.4%	-4.6
